Compound activity as filed in PubChem.
CIT2-GFP yeast = modulators of TOR pathway CIT2-GFP in S. cerevisiae; 0.065% of 320,000 active; GFP response vs DMSO, % at 10 µM; AID 2029; S. cerevisiae CIT2-GFP strain, flow cytometry, 3 h; 100 means same as DMSO wells;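 active = GFP response relative to DMSO above a set limit, near the screen mean plus 3 SD, cut at about 150% in these data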;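 note: ratio of well median GFP fluorescence to mean of DMSO wells on the plate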
VLA-4 inh = inhibition in a human VLA-4 binding assay | P13612 | inhibition, % (about 7 µM as worked out from the volumes in the protocol) | AID 2557 | VLA-4 expressing cells, ligand binding flow cytometry | 0.2% of 330,000 active; in the data active = inhibition above about 50%
Target sequence (P13612 whole entry, looked up): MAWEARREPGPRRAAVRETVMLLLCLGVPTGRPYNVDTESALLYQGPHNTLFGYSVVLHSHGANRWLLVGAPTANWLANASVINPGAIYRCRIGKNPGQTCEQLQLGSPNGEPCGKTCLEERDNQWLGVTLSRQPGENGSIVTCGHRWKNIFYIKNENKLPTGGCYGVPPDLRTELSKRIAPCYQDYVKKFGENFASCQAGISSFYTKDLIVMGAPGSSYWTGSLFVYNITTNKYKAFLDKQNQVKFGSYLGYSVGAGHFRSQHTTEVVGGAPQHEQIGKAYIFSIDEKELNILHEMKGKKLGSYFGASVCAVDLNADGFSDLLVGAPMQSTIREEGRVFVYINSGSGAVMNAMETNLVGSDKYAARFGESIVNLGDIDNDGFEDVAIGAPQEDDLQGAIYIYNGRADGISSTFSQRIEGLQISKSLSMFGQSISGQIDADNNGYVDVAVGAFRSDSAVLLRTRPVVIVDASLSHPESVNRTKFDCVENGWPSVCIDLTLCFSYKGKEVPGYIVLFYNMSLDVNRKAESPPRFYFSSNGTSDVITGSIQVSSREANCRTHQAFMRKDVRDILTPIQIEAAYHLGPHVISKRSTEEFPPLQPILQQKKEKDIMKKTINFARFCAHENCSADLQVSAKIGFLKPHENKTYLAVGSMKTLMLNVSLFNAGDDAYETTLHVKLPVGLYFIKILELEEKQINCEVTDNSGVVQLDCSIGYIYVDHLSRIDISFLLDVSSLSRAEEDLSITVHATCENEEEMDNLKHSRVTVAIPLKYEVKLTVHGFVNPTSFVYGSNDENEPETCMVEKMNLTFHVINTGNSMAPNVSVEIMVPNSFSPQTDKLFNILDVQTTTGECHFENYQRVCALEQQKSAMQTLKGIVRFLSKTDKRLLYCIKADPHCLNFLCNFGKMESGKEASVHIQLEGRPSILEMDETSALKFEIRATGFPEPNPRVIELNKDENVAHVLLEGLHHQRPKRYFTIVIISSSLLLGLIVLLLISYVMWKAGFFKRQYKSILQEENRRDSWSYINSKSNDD
GRK2 inh = human GRK2 inhibition via aptamer displacement; AID 488847; 0.59% of 330,000 active; bead flow cytometry, FAM-aptamer displacement from GRK2; inhibition of aptamer binding, % at 10 µM;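 active = inhibition of aptamer binding above 40%, roughly 3 SD of noise, on plates passing a quality check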;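 note: median bead fluorescence of bound FAM aptamer so fluorescent compounds give negative values; no value below 0 was filed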
AGP1 TOR yeast = modulators of TOR pathway AGP1-GFP in S. cerevisiae; S. cerevisiae AGP1-GFP multiplex flow cytometry, 3 h; GFP as percent of DMSO wells; GFP response vs DMSO, % at 10 µM; 0.02% of 320,000 active;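 active = GFP response relative to DMSO above a set limit, near screen average plus 3 SD, cut at about 150% in these data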;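 note: median GFP channel fluorescence of the gated AGP1 strain per well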
GASC-1 inh = human JMJD2C demethylase inhibition | GST-JMJD2C(1-420) H3K9me3 demethylation, DELFIA europium | AID 2099 | Q9H3R0 | inhibition, % at 2.35 µM | 0.069% of 330,000 active;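 active = more than half of a compound's replicate wells show inhibition beyond 50%, single wells judged on their own value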;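 note: signal counts dimethyl H3K9 product captured on neutravidin plate; 0% = median of DMSO wells and 100% = 0.3 times that DMSO median; strong numbers were not always called active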
MEP2 TOR yeast = yeast TOR pathway MEP2-GFP modulation; 0.51% of 330,000 active; GFP response vs DMSO, % at 10 µM; S. cerevisiae MEP2-GFP strain, flow cytometry GFP, 3 h; 100% = DMSO control level;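 active = GFP response versus DMSO above a set limit, roughly screen mean plus 3 SD, cut at about 180% in these data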;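 note: median GFP fluorescence of the barcode-gated MEP2-GFP cells per well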
RPL19A TOR yeast = yeast TOR pathway RPL19A-GFP modulation; S. cerevisiae RPL19A-GFP strain, flow cytometry, 3 h; stronger effect = lower value; percent response vs DMSO, % at 10 µM; 0.3% of 330,000 active; AID 2025;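 active = percent response vs DMSO below 50%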;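 note: median channel GFP fluorescence of the barcoded RPL19A-GFP strain; ratio of sample median GFP to plate DMSO average so 100% = DMSO; lower means less RPL19A-GFP as with rapamycin TOR inhibition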
LAP4-GFP MLPCN = yeast TOR pathway LAP4-GFP modulation; S. cerevisiae LAP4-GFP multiplex, flow cytometry GFP, 3 h; median GFP as percent of DMSO wells; GFP response vs DMSO, % at 10 µM; 0.34% of 320,000 active;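 active = GFP response vs DMSO above a set limit, about the screen mean plus 3 SD, cut at about 150% in these data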
Active calls of the source: *; . = not tested or not shown. Compounds as they come; about 1.7% have a hit in one of these screens.

SMILES	CIT2-GFP yeast	VLA-4 inh	GRK2 inh	AGP1 TOR yeast	GASC-1 inh	MEP2 TOR yeast	RPL19A TOR yeast	LAP4-GFP MLPCN
Cc1ccc(-c2nn(-c3ccccc3)cc2C2CC(c3cccs3)=NN2C(=O)CCCC(=O)O)cc1 (stereo not drawn)	103	17	0	102	-5	109	97	102
CCCCn1c(N)c(N(CC(C)C)C(=O)c2ccc(C)c(S(=O)(=O)N3CCCCC3)c2)c(=O)[nH]c1=O	103	-2	12	108	14	111	98	99
O=C(/C=C/c1ccccc1[N+](=O)[O-])NNC(=O)c1ccncc1	100	17	4	97	14	99	100	97
Cc1ccccc1OCC(=O)Nc1ccc([N+](=O)[O-])cc1	100	-1	.	90	6	104	103	92
O=C(NC(=S)Nc1ccc2c(c1)OCCO2)c1ccc(F)cc1Cl	102	9	1	99	-1	103	104	89
CC1(C)CC(=O)C2=C(C1)OC(N)=C(C#N)C2c1cc2c(cc1[N+](=O)[O-])OCO2 (stereo not drawn)	97	-17	1	90	-2	99	95	98
COc1ccc2nc3sc(C(=O)NCCCN4CCc5ccccc5C4)cc3cc2c1	97	-18	0	102	5	101	98	106
COc1ccc(NC(=O)c2cccc(Cl)c2)c[n+]1[O-]	96	1	0	98	-2	108	106	97
O=C(O)C1C2C=CC(C2)C1C(=O)NCc1ccoc1 (stereo not drawn)	95	1	5	99	3	98	97	97
COC(=O)c1scc(C)c1NS(=O)(=O)c1ccc(NC(C)=O)cc1	108	5	2	110	6	105	103	114
CN(C)CCCNc1cc(O)c2ncccc2c1	115	-30	0	114	.	118	109	122
CCN1CCN(CCCNC(=O)c2ccccc2NC(=O)C2=C(C)OCCS2)CC1	101	14	1	102	6	110	100	101
CN(C)/C=C1/N=C(c2ccccc2)OC1=O	79	5	0	96	.	95	102	95
CCc1ccc(C2C(C#N)=C(N)C(C#N)(C#N)C3=CCC(C(C)(C)C)CC32)cc1 (stereo not drawn)	81	-27	0	95	-1	99	99	94
Cc1ccc(NC(=O)CN(C)C(=O)CSc2nc3ccccc3o2)cc1	109	-2	0	114	4	107	107	108
NC(=O)c1ccc(C(F)(F)F)n(Cc2cccc(Cl)c2)c1=O	.	-4	0	92	5	100	93	90
O=C(CCCC(=O)NCCc1ccccc1)NCCc1ccccc1	107	-9	0	97	5	86	98	88
Cn1nc(NC(=O)C(F)(F)F)c2ncc(-c3ccc(Cl)cc3)nc21	100	-5	1	106	4	102	105	85
O=C(CSc1nnnn1-c1ccc(C(=O)O)cc1)NC1CC1	116	-7	5	99	-1	98	104	75
Nc1ccc(-c2cc(-c3ccc(N)cc3)nc(-c3ccccc3)n2)cc1	101	8	0	95	-24	104	102	94
O=C(NC1CCCCC1)N1CCCC(c2nc(-c3cccs3)no2)C1 (stereo not drawn)	103	10	0	109	-14	103	103	100
CCCCCCOc1ccc(C(=O)NCCCn2ccnc2)cc1	109	19	0	107	1	104	105	110
CCOc1ccc(CCNC(=O)CCS(=O)(=O)c2ccc(OC)cc2)cc1OCC	99	6	16	104	8	101	100	99
CC1(C)CC(=O)C=C(c2ccc(-c3ccccc3)cc2)C1	87	-3	0	94	-2	83	93	102
O=C(Nc1cccc(Cl)c1)c1cc(S(=O)(=O)N2CCCCC2)c[nH]1	105	5	1	101	16	99	100	100
Next section.
SMILES	CIT2-GFP yeast	VLA-4 inh	GRK2 inh	AGP1 TOR yeast	GASC-1 inh	MEP2 TOR yeast	RPL19A TOR yeast	LAP4-GFP MLPCN
O=C(NCc1ccc2c(c1)OCO2)c1nc(S(=O)(=O)Cc2ccccc2)ncc1Cl	108	-16	1	118	-15	102	92	175*
COc1ccc(/C(O)=C2/C(=O)C(=O)N(CCN(C)C)C2c2ccccn2)cc1OC (stereo not drawn)	99	9	1	104	-10	107	99	106
CCOc1ccc(NC(=O)C2CSC(c3ccncc3)=N2)cc1 (stereo not drawn)	91	-2	4	92	-19	110	103	111
CC(Cc1ccco1)NC(=O)c1ccc(C(F)(F)F)cc1 (stereo not drawn)	98	-10	1	99	-5	108	96	97
Cc1cc(NC(=O)CSc2nnc(CNC(=O)c3c(F)cccc3F)o2)no1	107	-4	0	108	5	92	107	96
COc1ccc(C2C=C(c3ccccc3)Nc3nnnn32)cc1 (stereo not drawn)	100	7	3	103	-4	102	98	101
COC(=O)c1sccc1NC(=S)N1CC(C)CC(C)C1 (stereo not drawn)	88	-6	0	87	185	85	85	100
COc1cc(C(=O)NCCc2cn3ccc(C)cc3n2)cc(OC)c1OC	99	14	4	102	41	101	102	96
O=C(CSc1nn(-c2ccc(Cl)cc2)c(=S)s1)N1CCN(C(=O)c2ccco2)CC1	92	9	0	90	3	98	93	99
COc1ccc(CC(=O)N2CC(C)CC(C)C2)cc1OC (stereo not drawn)	108	-5	2	105	5	105	105	101
Cc1ccc(C)c(N2CCN(C(=O)C(Cc3ccccc3)n3cccc3)CC2)c1 (stereo not drawn)	114	-7	0	96	2	99	95	96
Cc1ccc(O)c(O)c1	96	16	0	102	2	100	98	98
Cc1ccc(N(CC(=O)NCc2ccccn2)S(=O)(=O)c2ccccc2)cc1Cl	108	17	0	99	-1	98	116	74
CCCC1=[N+](CC(=O)c2ccccc2)CCn2cccc21	87	12	0	116	-3	100	95	101
COc1ccc(S(=O)(=O)NC(N)=NCCc2ccccc2)cc1	112	-2	28	107	-5	110	111	101
CCOc1ccc(NS(=O)(=O)c2cc3c4c(c2)CCN4C(=O)CC3)cc1	102	4	3	105	11	100	95	97
COc1ccccc1N1CCN(C(=O)NC23CC4CC(CC(C4)C2)C3)CC1	89	8	0	96	-5	98	100	106
NC(=S)N/N=C/c1ccccc1OC(=O)/C=C/c1ccccc1	107	0	0	112	-5	104	106	109
CC1=CC=CC2=NC(=O)CC(C)(C(=O)N(CC(=O)NC3CCCC3)c3ccc(F)cc3)N12 (stereo not drawn)	99	-3	2	101	5	93	98	96
Cc1cccc(NC(=O)c2ccccc2Br)n1	106	6	0	98	6	106	100	108
O=[N+]([O-])c1cc(/C=N/O)ccc1Oc1ccccc1Cl	94	-66	5	95	5	187*	76	118
Cc1cc(C)c(C)c(OC(=O)c2sc(Cl)nc2C)c1	119	1	0	113	-24	109	118	106
Cc1ccc2c(Cl)c(C(=O)NC3CC3)sc2c1	103	4	0	87	10	100	105	83
COCCn1nnnc1SCC(=O)Nc1ccc2c(c1)OCO2	94	9	0	93	20	97	93	93
COC(=O)CN(c1ccccc1OC)S(=O)(=O)c1ccccc1	101	1	1	102	5	117	101	105

Records above printed as active in LAP4-GFP MLPCN.
SMILES	CIT2-GFP yeast	VLA-4 inh	GRK2 inh	AGP1 TOR yeast	GASC-1 inh	MEP2 TOR yeast	RPL19A TOR yeast	LAP4-GFP MLPCN
O=C(NCc1ccc2c(c1)OCO2)c1nc(S(=O)(=O)Cc2ccccc2)ncc1Cl	108	-16	1	118	-15	102	92	175*

Three of the compounds above, with the structure last:
CIT2-GFP yeast,VLA-4 inh,GRK2 inh,AGP1 TOR yeast,GASC-1 inh,MEP2 TOR yeast,RPL19A TOR yeast,LAP4-GFP MLPCN,Structure
79,5,0,96,.,95,102,95,CN(C)/C=C1/N=C(c2ccccc2)OC1=O
81,-27,0,95,-1,99,99,94,CCc1ccc(C2C(C#N)=C(N)C(C#N)(C#N)C3=CCC(C(C)(C)C)CC32)cc1 (stereo not drawn)
109,-2,0,114,4,107,107,108,Cc1ccc(NC(=O)CN(C)C(=O)CSc2nc3ccccc3o2)cc1

(continued)
SMILES	CIT2-GFP yeast	VLA-4 inh	GRK2 inh	AGP1 TOR yeast	GASC-1 inh	MEP2 TOR yeast	RPL19A TOR yeast	LAP4-GFP MLPCN
O=C(O)CCSc1nnc(-c2ccccc2)n1-c1ccccc1	99	4	2	99	-4	96	97	105
Cc1ccsc1/C=N/NC(=O)c1ccccn1	99	23	0	100	13	106	99	95
CC(C)c1cccc(C(C)C)c1OC(=O)NC(=O)c1c(F)cccc1F	135	-11	2	116	2	113	100	108
COc1cc(C(Nc2ccc(S(=O)(=O)N3CCC(C)CC3)cc2)C(=O)NCC2CCCO2)cc(OC)c1OC (stereo not drawn)	106	11	0	100	2	168	101	110
FC(F)(F)c1cccc(N2CCN(C(=S)NCC3CCCO3)CC2)c1 (stereo not drawn)	97	1	2	95	-10	106	99	97
CCOC(=O)c1cccc(NC(=O)c2ccc(NC(=O)c3ccco3)cc2)c1	97	24	2	98	-9	99	101	98
O=C(NCc1nnc(SCC(=O)N2CCCC2)o1)c1ccc(F)cc1	95	-4	0	93	43	96	98	99
CC1Cc2ccccc2N1C(=O)CSc1ncccc1C(=O)O (stereo not drawn)	107	8	0	102	-7	106	102	105
Cc1c(S(=O)(=O)N2CCCCC2)c(=O)n(C)c(=O)n1C	104	10	0	100	7	104	98	100
O=S(=O)(c1ccccc1)c1nnn2c1nc(NC1CCN(Cc3ccccc3)CC1)c1ccccc12	91	-14	0	104	-6	108	96	124
COC(=O)Cn1c(=NC(=O)C(C)(C)C)sc2c(C)cc(C)cc21	97	36	0	102	-13	94	102	96
COc1cc(CCC(=O)OCC(=O)Nc2ccccc2F)cc(OC)c1OC	91	0	0	88	2	97	98	83
CN(C)CCNC(=O)NC(=O)c1ccc(Cl)cc1	106	-1	2	107	1	108	105	110
COc1cccc(-c2cc(C(=O)NC3CCCC3)c3ccccc3n2)c1	94	27	2	103	-12	104	96	106
Cc1ccc(S(=O)(=O)n2nc(-c3ccco3)nc2N)cc1	112	4	3	114	-2	107	103	102
COc1cccc(NC(=O)CN2C(=O)COc3ccc(S(=O)(=O)N4CCOCC4)cc32)c1	112	17	3	108	-8	106	103	110
C/C(=N\NC(=O)c1ccc(NS(=O)(=O)c2cccs2)cc1)c1cccs1	98	23	4	106	-1	105	104	115
COc1ccccc1C(=O)N/N=C/c1ccc(Cl)s1	91	5	2	89	3	99	98	93
O=C1C=C(c2cc3ccccc3s2)C[C@@H](c2ccc(F)cc2)C1	102	0	0	99	1	99	99	99
O=C(NCCc1ccc(C(F)(F)F)cc1)c1ccc2c(c1)OCO2	100	-26	0	103	.	105	105	120
COc1ccc(CCNC2CC(C)N(C)CC2C)cc1OC (stereo not drawn)	104	6	0	105	8	105	103	110
CCSc1ncc(CO)c(N)n1	105	16	1	101	1	109	102	99
O=C(CCSc1nnc(-c2ccco2)o1)Nc1ccccc1	97	10	0	97	-4	106	97	103
COc1cccc(NC(=O)NNS(=O)(=O)c2ccc(OC)cc2OC)c1	78	-3	0	97	-2	98	107	73
Cc1nnc(SCC(=O)Nc2sc3c(c2C#N)CCCC3)[nH]c1=O	100	8	2	101	4	108	97	98
New compounds follow:
SMILES	CIT2-GFP yeast	VLA-4 inh	GRK2 inh	AGP1 TOR yeast	GASC-1 inh	MEP2 TOR yeast	RPL19A TOR yeast	LAP4-GFP MLPCN
O=C1c2cccc3c(N4CCOCC4)c([N+](=O)[O-])cc(c23)C(=O)N1c1cccc2ccccc12	96	16	2	92	0	98	97	85
O=C(CC1SC(N2CCOCC2)=NC1=O)Nc1ccc(Cl)c(C(F)(F)F)c1 (stereo not drawn)	103	8	7	106	1	104	109	103
COc1ccc(C2C3C(=O)N(N(C)c4ncc(C(F)(F)F)cc4Cl)C(=O)C3ON2C)cc1 (stereo not drawn)	92	9	2	90	0	91	87	87
O=C(Nc1ccc(Oc2ccc3ccccc3c2)cc1)c1ccco1	105	-4	2	102	-8	105	98	109
Cc1ccc(C2CC(c3ccccc3)=NN2C(=O)CSc2nnc(-c3ccncc3)n2C)o1 (stereo not drawn)	116	1	0	105	-1	118	110	103
O=C(NCCc1ccccc1)C1CCCN1C(=O)Nc1ccccc1 (stereo not drawn)	108	-2	0	104	-4	94	104	88
Cc1cccc(N2CCN(C(=O)c3ccc4c(c3)OCCO4)CC2C)c1 (stereo not drawn)	93	-1	0	104	0	93	99	102
COc1ccc(C(=O)Nc2cc(OC)ccc2OC)cc1	102	5	2	96	-5	105	100	99
O=C(CSc1cccc[n+]1[O-])c1ccc(Cl)cc1	102	15	0	104	4	103	111	110
